KOR beta-arrestin-1 = KOR antagonists, beta-arrestin recruitment, cell-based, luminescence, uHTS (AID 1778); KOR beta-arrestin recruitment, luminescence, antagonist mode; higher % means a stronger effect; 0.091% of 290,000 active; one-dose inhibition, % at 10 µM; IC50 in µM for titrated hits; in the data active = inhibition above about 50%; also: strong numbers were not always called active
KOR beta-arrestin-2 = KOR agonists, beta-arrestin recruitment, primary screen, cell-based, luminescence, uHTS (AID 1777). one-dose activation, % at 10 µM; EC50 in µM for titrated hits. 0.02% of 280,000 active. KOR beta-arrestin recruitment, luminescence; higher % means a stronger effect; in the data active = activation above about 50%, passing the limit was not always enough; also: a part of the inactive calls stands beside numbers as strong as those of hits
West Nile antiviral = West Nile virus antiviral activity, cell-based, CPE readout (AID 1621). West Nile virus-infected cells, CPE inhibition; higher % means a stronger effect. one-dose CPE inhibition, % at 10 µM; IC50 in µM for titrated hits. 0.02% of 290,000 active; in the data active = a potency from the dose series; inconclusive = CPE inhibition mostly from about 3.7% at the one dose, without a potency; inactive = the rest, 99 in 100 with CPE inhibition below about 2.2%; also: strong numbers were not always called active
T cell HTS = modulators of CD8 T cell-vesicle binding, primary screen, mouse 2C CD8+ T cells, flow cytometry; 2C CD8+ T cell-vesicle binding; hits give low values; AID 2052, 2009; 0.068% of 330,000 active; calls only at 7 µM;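 active = response, share of CD8 T cells binding vesicles, and their 90th percentile fluorescence all below set limits, cut at about 80% in these data, passing the limit was not always enough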
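Assay system – 2C mouse CD8+ T cells · Also added – QL9-loaded Drosophila micro-vesicles · Timing – Cell–vesicle co-incubation 1.5 h at 37 °C, staining 20 min on ice · Signal – flow cytometry of vesicle-bound cells · Measure – percent CD8+ FL2 mean versus row control · Controls – Peptide-free naked vesicles (low) and QL9 vesicles with 0.7% DMSO vehicle (high)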
GPR35 arrestin U2OS = GPR35 antagonists blocking zaprinast-driven arrestin recruitment, primary screen, imaging, U2OS, beta-arrestin-GFP, zaprinast agonist (AID 2058). U2OS GPR35 beta-arrestin-GFP translocation imaging, zaprinast antagonism; higher % means a stronger effect. inhibition, % at 10 µM; hits with a dose series show IC50 in µM. 0.052% of 290,000 active;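 active = inhibition of at least 50% with at least 30 cells and total cytoplasm GFP at most 10,000,000; inconclusive = under 30 cells or total GFP of 10,000,000 plus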
GPR55 activation = GPR55 agonists via beta-arrestin recruitment, primary screen, imaging, U2OS cells, beta-arrestin-GFP redistribution (AID 1961); G-protein coupled receptor 55 (Homo sapiens); U2OS GPR55 beta-arrestin-GFP redistribution imaging; higher % means a stronger effect; activation, % at 10 µM; hits with a dose series show EC50 in µM; 0.048% of 290,000 active;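 active = activation above 40% with more than 50 cells counted in the well; inconclusive = wells holding fewer than 50 cells, flagged as toxic or sparse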;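 also: U2OS osteosarcoma cells stably expressing GPR55 and beta-arrestin-GFP; plate controls were DMSO negative control for no effect and LPI positive control for full effect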
GPR55 antagonists = GPR55 antagonists blocking LPI-driven arrestin recruitment, primary screen, imaging, U2OS, beta-arrestin-GFP, LPI agonist (AID 2013); U2OS GPR55 beta-arrestin-GFP translocation imaging, LPI antagonism; higher % means a stronger effect; G-protein coupled receptor 55 (Homo sapiens); one-dose inhibition, % at 10 µM; IC50 in µM for titrated hits; 0.13% of 290,000 active;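 active = spots per cell inhibited over 60%, with over 100 cells counted and total cytoplasm intensity under 500,000; inconclusive = wells with under 100 cells, flagged as likely toxic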;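 also: U2OS cells stably carrying GPR55 and arrestin-GFP stimulated by 5 µM LPI near EC80; imaged beta-arrestin-GFP aggregate spots per cell after agonist stimulation; plate controls were LPI-stimulated DMSO wells for no effect and DMSO wells without LPI for full effect; some results filed as inactive read as strong as hits; confirmed hits need IC50 under 10 µM and bright autofluorescent wells are also inconclusive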
PhoP inhibition = inhibitors of PhoP regulon expression, primary screen, Salmonella Typhimurium, GFP reporter (AID 1863); S. Typhimurium PhoP-regulated promoter GFP reporter, 4 h; higher % means a stronger effect; inhibition, % at 50 µM, or IC50 in µM where a hit was titrated; 0.16% of 300,000 active;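 active = inhibition over 29.93%, a cutoff 3 SD above the screen mean, later confirmed by dose response; inconclusive = inhibition over 29.93% but no dose response follow-up; inactive = inhibition at most 29.93% or unconfirmed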;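 also: 0% = low Mg2+ inducing control and 100% = high Mg2+ repressing control; strong numbers were not always called active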
NTR1 agonist = agonists of NTR1, primary screen, imaging, U2OS cells, beta-arrestin-GFP, high content (AID 493036); NTR1-U2OS beta-arrestin-GFP spot imaging, agonist mode; activation, % at 20 µM; Neurotensin receptor type 1 (Homo sapiens), P30989; 0.17% of 330,000 active;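 active = activation at or above 40% of the spot to cytoplasm intensity ratio, with at least 20 cells analyzed; inconclusive = wells under 20 cells, flagged as cytotoxic or low count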;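 also: 0% = DMSO without peptide and 100% = 100 nM NTR1 peptide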
Target sequence (P30989 whole entry, looked up): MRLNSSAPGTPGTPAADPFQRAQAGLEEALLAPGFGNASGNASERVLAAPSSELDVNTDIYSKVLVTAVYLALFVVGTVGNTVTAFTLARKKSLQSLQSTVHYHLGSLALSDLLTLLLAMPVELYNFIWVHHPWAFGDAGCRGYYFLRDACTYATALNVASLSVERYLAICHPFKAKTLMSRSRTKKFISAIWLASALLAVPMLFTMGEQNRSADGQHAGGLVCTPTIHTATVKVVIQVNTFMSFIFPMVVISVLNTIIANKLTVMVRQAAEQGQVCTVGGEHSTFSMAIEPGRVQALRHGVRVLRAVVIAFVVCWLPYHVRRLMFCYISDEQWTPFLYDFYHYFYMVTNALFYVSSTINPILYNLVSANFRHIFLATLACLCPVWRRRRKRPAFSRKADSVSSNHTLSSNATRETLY
T cell HTS vesicle-bound % = second read-out of T cell HTS, no call of its own (marks repeat the call); double positive events, %; measured here: CD8+ vesicle-bound cell fraction;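 binding gate set so that unloaded-vesicle control wells show 10% double positive cells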
NTR1 agonist cell count 20 µM = recorded beside NTR1 agonist, whose call it bears; cell count; measured here: cell count, cytotoxicity flag
* = called active by the depositor; i = inactive; ? = inconclusive; . = not tested or not shown; [ ] = another dose, or the depositor's remark.

Start of the data: the first nine compounds, ahead of the listing:
SMILES	KOR beta-arrestin-1	KOR beta-arrestin-2	West Nile antiviral	T cell HTS	T cell HTS vesicle-bound %	GPR35 arrestin U2OS	GPR55 activation	GPR55 antagonists	PhoP inhibition	NTR1 agonist	NTR1 agonist cell count 20 µM
O=C(Nc1cc(Cl)ccc1N1CCOCC1)c1ccc2c(c1)OCCO2	5%[20 µM]	.	-0.5%	i	50	11%	-0.1%	-8%	-1%	2.2	43
Cc1nnc(Nc2ccc3c(c2)ncn3C)c2ccccc12	-8%	5.2%	0.1%	i	58	12%	-0.2%	13%	9%	-1.0	79
CCCn1c(CN(C)Cc2ccccc2)nc2c1c(=O)n(C)c(=O)n2C	30%	6.2%	-0.4%	i	17	-5%	-0.2%	10%	1%	0.8	73
Cc1cccc(C(=O)Nc2nnc(S(=O)(=O)N3CCOCC3)s2)c1	-12%	4.0%	0.0%	i	6	-12%	-0.1%	5%	-10%	0.9	52
COc1ccc(-c2nnc(OCc3ccccc3)c3ccccc23)cc1	37%	-0.4%	-0.7%	i	7	-16%	0.0%	10%	-3%	12	76
COc1ccccc1OCC(=O)Nc1c2c(nn1-c1ccc(F)cc1)CS(=O)(=O)C2	3%	2.1%	-0.9%	i	16	-5%	0.3%	12%	0%	1.6	69
O=C(NC(=S)N1CCN(C2CCCCC2)CC1)c1ccccc1	4%	-4.1%	0.0%	i	28	4%	-0.9%	7%	0%	0.1	39
Cc1sc2ncnc(Sc3ccccc3C(=O)Nc3ccc(Br)cc3)c2c1C	-38%	0.4%	-1.5%	i	44	10%	-0.2%	42%	-12%	3.4	77
CCOc1cc(N2CCOCC2)c(OCC)cc1NC(=O)c1cc(-c2ccco2)nc2ccccc12	-42%	4.0%	2.0%	i	7	5%	-0.2%	4%	6%	23	56

This part in full, from the first entry:
SMILES	KOR beta-arrestin-1	KOR beta-arrestin-2	West Nile antiviral	T cell HTS	T cell HTS vesicle-bound %	GPR35 arrestin U2OS	GPR55 activation	GPR55 antagonists	PhoP inhibition	NTR1 agonist	NTR1 agonist cell count 20 µM
O=C(Nc1cc(Cl)ccc1N1CCOCC1)c1ccc2c(c1)OCCO2	5%[20 µM]	.	-0.5%	i	50	11%	-0.1%	-8%	-1%	2.2	43
Cc1nnc(Nc2ccc3c(c2)ncn3C)c2ccccc12	-8%	5.2%	0.1%	i	58	12%	-0.2%	13%	9%	-1.0	79
CCCn1c(CN(C)Cc2ccccc2)nc2c1c(=O)n(C)c(=O)n2C	30%	6.2%	-0.4%	i	17	-5%	-0.2%	10%	1%	0.8	73
Cc1cccc(C(=O)Nc2nnc(S(=O)(=O)N3CCOCC3)s2)c1	-12%	4.0%	0.0%	i	6	-12%	-0.1%	5%	-10%	0.9	52
COc1ccc(-c2nnc(OCc3ccccc3)c3ccccc23)cc1	37%	-0.4%	-0.7%	i	7	-16%	0.0%	10%	-3%	12	76
COc1ccccc1OCC(=O)Nc1c2c(nn1-c1ccc(F)cc1)CS(=O)(=O)C2	3%	2.1%	-0.9%	i	16	-5%	0.3%	12%	0%	1.6	69
O=C(NC(=S)N1CCN(C2CCCCC2)CC1)c1ccccc1	4%	-4.1%	0.0%	i	28	4%	-0.9%	7%	0%	0.1	39
Cc1sc2ncnc(Sc3ccccc3C(=O)Nc3ccc(Br)cc3)c2c1C	-38%	0.4%	-1.5%	i	44	10%	-0.2%	42%	-12%	3.4	77
CCOc1cc(N2CCOCC2)c(OCC)cc1NC(=O)c1cc(-c2ccco2)nc2ccccc12	-42%	4.0%	2.0%	i	7	5%	-0.2%	4%	6%	23	56
c1ccc(-c2nc3c4ccccc4ccn3c2CN2CCOCC2)cc1	35%	0.1%	0.1%	i	48	4%	0.6%	0%	-1%	4.0	47
C=CCn1c(C)cc(C(=O)Cn2nc(C(=O)O)c3ccccc3c2=O)c1C	-27%	0.2%	0.9%	i	46	-10%	-0.6%	3%	-1%	0.9	33
O=C(Nc1ccc(Oc2cccnc2)cc1)c1ccc([N+](=O)[O-])cc1	-49%	4.2%	-0.2%	i	49	12%	-0.5%	-16%	5%	-0.3	91
Cc1ccccc1Cc1c(C)nc2ncnn2c1C	32%	-1.7%	0.4%	i	63	9%	0.5%	20%	-6%	2.4	86
CCCCN(C(=O)c1ccco1)c1nnc(-c2cc(OC)c(OC)c(OC)c2)s1	-11%	-4.7%	-0.4%	i	49	10%	0.2%	9%	7%	1.3	93
Cc1nn(-c2ccccc2)c(C)c1[N+](=O)[O-]	12%	-5.4%	-0.3%	i	16	0%	-0.8%	9%	0%	-0.1	44
CCc1ccc(OCC(=O)NC(=S)Nc2cccc(CO)c2)c(Br)c1	-32%	0.9%	-0.5%	i	13	-13%	0.3%	7%	8%	8.3	58
O=C(NC(=S)NNC(=O)c1ccco1)c1ccccc1	19%	4.6%	-0.9%	i	32	-4%	-0.2%	16%	5%	-1.0	65
O=C1/C(=C/N(C(=O)c2ccco2)c2ccc(Cl)cc2)Sc2ccccc21	-17%	6.5%	-0.5%	i	48	-3%	-0.1%	13%	-6%	.	.
CCn1c(C(Cc2ccccc2)NC(=O)COC)nc2ccccc21 (centres undefined)	-11%	-3.1%	0.1%	i	21	0%	0.2%	0%	8%	-2.5	53
CC(C)(O)c1cc(=O)sc2nc3ccccc3n12	-2%	-2.1%	-0.4%	i	37	5%	-0.2%	-1%	8%	-1.0	59
CN(C)S(=O)(=O)n1cc(/C=C(\NC(=O)c2ccccc2F)C(=O)N2CCOCC2)c2ccccc21	-25%	-5.3%	0.0%	i	18	3%	-0.2%	11%	-6%	-0.2	59
CSc1nnc(-c2cccc(C)c2)n1N	-7%	2.4%	-0.1%	i	9	14%	-0.1%	53%	-5%	0.1	50
O=C(/C=C/c1ccco1)N1CCN(c2ccccc2)CC1	.	-1.2%	-0.2%	i	58	2%	-0.2%	2%	2%	-0.2	75
COc1ccc(CNC(=O)CN(C2CCCCC2)S(C)(=O)=O)cc1	.	-3.8%	-0.6%	i	50	14%	-0.2%	6%	-9%	-0.8	50
CCOC(=O)N1CCc2c(sc(NC(=O)CN3CCOCC3)c2C(=O)Nc2ccccc2)C1	-11%	-3.9%	-0.7%	i	33	-18%	0.2%	-11%	-2%	-0.1	45
C/C(=N\NC(=O)c1cccc(Br)c1)c1ccccn1	1.8µM*	-8.5%	?	i	8	5%	-0.2%	31%	8%	4.0	71
c1ccc(OCCOc2ccccc2-c2nnco2)cc1	9%	5.5%	-0.4%	i	39	10%	0.2%	-7%	3%	-4.1	87
COc1ccccc1N(C(=O)Cn1nnc2ccccc21)C(C(=O)NCc1ccco1)c1ccc(C)o1 (centres undefined)	-19%	-2.7%	0.2%	i	35	9%	-0.1%	7%	24%	1.0	47
O=S(=O)(NCC1NCCc2ccccc21)c1ccccc1 (centres undefined)	-18%	0.0%	-0.4%	i	66	2%	0.6%	-3%	-2%	0.2	39
COc1ccc(OCC(=O)Nc2nc3c(s2)CCCC3)cc1	-13%	-3.2%	-0.3%	i	5	-5%	0.9%	49%	4%	-1.4	58
COc1cc(C=Nc2ccccc2C(=O)Nc2ccccc2)cc(OC)c1OC	-44%	1.2%	-0.4%	i	31	-11%	-0.2%	0%	-2%	-0.1	48
O=C(Nc1nccs1)C1CC2CCC1C2 (centres undefined)	-9%	6.3%	0.3%	i	46	30%	-0.1%	.	2%	-0.6	78
O=C(CN(c1ccccc1)S(=O)(=O)c1ccccc1[N+](=O)[O-])Nc1cccnc1	-48%	2.3%	-0.3%	i	43	2%	-0.1%	2%	-9%	-1.0	39
O=S(=O)(c1ccc(F)cc1)N1CCN(S(=O)(=O)c2cccs2)CC1	-6%	0.2%	-0.3%	i	18	-1%	0.0%	5%	-6%	0.3	62
CSc1ccccc1C(=O)NC1CCCN(c2ccc(C(F)(F)F)cn2)C1 (centres undefined)	-20%	-8.9%	-1.4%	i	49	-12%	0.9%	-3%	-2%	-1.1	74
CCN1CCN(Cc2ccc(NC(=O)c3cc(NC(=O)c4cnn(-c5ccccc5)c4N)cc(OC)c3)cc2C(F)(F)F)CC1	8%	-3.6%	-1.4%	i	36	15%	0.6%	10%	-4%	16	45
Cc1cc(=O)oc2cc(NC(=O)c3cccc(S(C)(=O)=O)c3)ccc12	-2%	-2.2%	-0.6%	i	27	-7%	-0.1%	-3%	3%	0.5	59
O=c1n(Cc2ccccc2Cl)nc2n1-c1ccccc1SC2	10%	2.7%	-0.2%	i	9	10%	-0.2%	10%	-5%	2.2	58
CSc1nc(N)c(C#N)c(-c2ccccc2Cl)c1C#N	17%	-2.5%	0.4%	i	29	6%	0.0%	-7%	10%	1.8	47
CCOc1ccc(OCC)c(NC(=O)C2CCCN(c3ncccn3)C2)c1 (centres undefined)	16%	-0.6%	0.0%	i	30	-7%	0.2%	-11%	-7%	4.5	71
CC(=O)N1CCC(N(CCN2CCOCC2)C(=S)Nc2ccc(C)cc2C)CC1	-5%	-3.2%	-0.2%	i	35	10%	0.8%	18%	0%	0.8	56
CS(=O)(=O)c1ccc2nc(NC(=O)c3cc([N+](=O)[O-])cc([N+](=O)[O-])c3)sc2c1	17%[20 µM]	1.5%	-0.5%	i	14	-10%	0.2%	-2%	-6%	-0.3	67
CCn1cc(C(=O)NCCCOC)c(=O)c2cc(S(=O)(=O)N(C)C3CCCCC3)ccc21	-16%	-3.6%	1.1%	i	40	-3%	-0.1%	3%	-5%	4.5	60

Screening data: PubChem BioAssay, several laboratories
